# Screening results deposited in PubChem BioAssay by Sanford-Burnham Center for Chemical Genomics.
# APJ agonist: activates the human apelin receptor APJ; P35414; CHO-K1 APJ PathHunter beta-arrestin, luminescence; 0% DMSO wells, 100% apelin; activation, % at 20 µM; 330,000 compounds, 0.11% hits; AID 2520;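 active means activation more than six SD over the plate average, tested at 20 µM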;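 further: 0% = DMSO alone and 100% = apelin-13 at 10 nM; some results filed as inactive read as strong as hits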
# Target sequence (P35414 whole entry, looked up): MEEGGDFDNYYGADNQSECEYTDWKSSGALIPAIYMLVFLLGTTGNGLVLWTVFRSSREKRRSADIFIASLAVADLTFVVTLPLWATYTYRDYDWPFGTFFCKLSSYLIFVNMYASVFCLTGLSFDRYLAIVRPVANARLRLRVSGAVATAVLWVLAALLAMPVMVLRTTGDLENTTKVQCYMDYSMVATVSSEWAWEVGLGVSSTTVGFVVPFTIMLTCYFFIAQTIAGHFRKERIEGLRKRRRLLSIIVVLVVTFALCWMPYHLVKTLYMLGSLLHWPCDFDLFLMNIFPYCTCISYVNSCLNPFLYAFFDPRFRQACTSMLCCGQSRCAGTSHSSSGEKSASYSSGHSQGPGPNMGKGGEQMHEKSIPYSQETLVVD
#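 Material: engineered CHO-K1 APJ arrestin reporter cells; amount: 1000 CHO-K1 reporter cells seeded per well; incubation: compound stimulation 90 min at 25 °C, detection 60 min; signal: luminescent beta-gal fragment complementation, chemiluminescent substrate; read-out basis: APJ agonist activity; controls: DMSO-only wells as negative, 10 nM Apelin-13 as positive control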
# APJ antagonist: blocks the human apelin receptor APJ | P35414 | CHO-K1 APJ beta-arrestin complementation, luminescence | inhibition, % at 20 µM | 330,000 compounds, 0.32% hits | AID 2521;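 active means inhibition above about 40% at 20 µM, limit read from the data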;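 further: cells challenged with 10 nM apelin-13 agonist together with compound; plate controls were apelin-13 plus DMSO wells for no effect and DMSO wells lacking apelin-13 for full effect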
# XBP1 UPR activ: adaptive UPR (XBP1) activation. AID 463104. CHO-XBP1 luciferase reporter, IRE1-XBP1 UPR activation, luminescence; percent of tunicamycin response, DMSO as zero. 330,000 compounds, 0.33% hits. activation, % at 20 µM;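 active means versus positive control, 20 µM dose yields 30% or more activation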;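 further: 100% = tunicamycin at 10 µg/mL and 0% = DMSO only wells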
#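 Signal: luciferase luminescence; Assay system: CHO-XBP1 luciferase reporter cells; Amount: one thousand reporter cells per well; Dosing: 20 µM single concentration, DMSO 1%; Benchmarks: high control tunicamycin 10 µg/mL final, low control DMSO vehicle only; Schedule: 6 h compound exposure at 37 °C, 5% CO2; Evaluation: percent activation relative to tunicamycin reference.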
# Mdm2-MdmX inh: inhibitors of human Mdm2/MdmX interaction; inhibition, % at 8 µM; 330,000 compounds, 3% hits; O15151+Q00987; AID 485346; SaOS-2 split-luciferase Mdm2/MdmX complementation, luminescence;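 active means inhibition of at least 50% at 8 µM in the primary screen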
# CXCR6 inh: CXCR6 (human) receptor inhibition | O00574 | CHO-K1 PathHunter CXCR6 beta-arrestin, luminescence | inhibition, % at 20 µM | 360,000 compounds, 0.36% hits | AID 602244; in the data active means inhibition above about 34%, passing the limit was not always enough;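 further: antagonist mode with CXCL16 agonist at 10 nM final; 0% = 10 nM CXCL16 with DMSO and 100% = unstimulated wells without agonist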
# Target sequence (O00574 whole entry, looked up): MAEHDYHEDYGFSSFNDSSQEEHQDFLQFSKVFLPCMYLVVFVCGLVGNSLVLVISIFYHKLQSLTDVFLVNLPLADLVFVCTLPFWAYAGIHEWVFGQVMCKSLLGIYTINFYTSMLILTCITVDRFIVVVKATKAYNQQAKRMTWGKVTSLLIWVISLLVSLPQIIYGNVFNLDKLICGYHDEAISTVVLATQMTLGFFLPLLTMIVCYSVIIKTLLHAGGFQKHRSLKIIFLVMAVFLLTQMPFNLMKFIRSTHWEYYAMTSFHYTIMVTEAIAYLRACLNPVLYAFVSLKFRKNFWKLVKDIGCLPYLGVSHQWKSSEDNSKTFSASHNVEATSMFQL
# CCR6 antag: blocks CCL20-driven beta-arrestin recruitment at human CCR6; P51684; CHO-K1 CCR6 PathHunter beta-arrestin, luminescence, CCL20-stimulated; inhibition, % at 20 µM; 340,000 compounds, 0.49% hits; AID 493098;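 active means compounds whose inhibition of the agonist-driven luminescence signal at 20 µM reaches about 50%, limit read from the data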;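 further: cells stimulated with CCL20 at 14 nM final; plate controls were DMSO with CCL20 for no effect and DMSO without agonist for full effect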
# EBI2 block: antagonists of human EBI2 receptor. EBI2 beta-arrestin recruitment, luminescence, 7a,25-OHC stimulated. inhibition, % at 5 µM. 360,000 compounds, 0.81% hits. AID 651636; in the data active means inhibition above about 38%;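 further: enzyme fragment complementation signal reports receptor beta-arrestin coupling in cells; 0% = agonist plus DMSO wells and 100% = wells without agonist; some results beyond the cut were filed as inactive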
# Target sequence (P32249 whole entry, looked up, the tested form may be a part): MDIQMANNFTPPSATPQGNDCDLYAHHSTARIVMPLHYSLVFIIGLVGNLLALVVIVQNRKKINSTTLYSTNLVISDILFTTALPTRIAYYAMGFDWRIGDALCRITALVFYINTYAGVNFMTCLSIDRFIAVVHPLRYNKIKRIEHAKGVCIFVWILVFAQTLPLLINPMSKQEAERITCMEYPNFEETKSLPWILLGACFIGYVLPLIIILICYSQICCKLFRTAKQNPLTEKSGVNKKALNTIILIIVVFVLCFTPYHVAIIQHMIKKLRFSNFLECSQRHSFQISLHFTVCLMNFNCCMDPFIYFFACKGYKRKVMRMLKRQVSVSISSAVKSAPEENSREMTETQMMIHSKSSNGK
# tim23-1 inh: growth inhibitors of tim23-1 mutant yeast. inhibition, % at 20 µM. S. cerevisiae tim23-1 growth, BacTiter-Glo luminescence, 24 h. 330,000 compounds, 1.3% hits;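 active means growth inhibition of the mutant yeast at or above 50%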;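 further: temperature-sensitive mutant grown at 25 °C; plate controls were DMSO-treated mutant yeast for no effect and medium wells lacking yeast for full effect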
# UPR CHOP act: apoptotic UPR (CHOP) activation; activation, % at 10 µM; 330,000 compounds, 0.34% hits; AID 449763; CHO-CHOP luciferase reporter, luminescence; percent of tunicamycin response over DMSO baseline;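 active means at 10 µM dose, activation of 40% or more, normalized to positive control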;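 further: 100% = tunicamycin at 10 µg/mL and 0% = DMSO alone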
#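 Evaluation: % reporter activation, DMSO baseline versus tunicamycin full activation; System: CHO-CHOP luciferase reporter cell line; Input: 500 cells/well; Incubation: 6 h compound treatment, 37 °C; Measured by: Steady-Glo luciferase luminescence; Dosing: one dose, 10 µM in 0.5% DMSO; Buffer or medium: F12 medium, 10% FBS; Benchmarks: positive tunicamycin 10 µg/mL, negative DMSO alone.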
# The depositor's hits bear a star. Some of the compounds tested; the hit share may differ from the screen's.
SMILES,APJ agonist,APJ antagonist,XBP1 UPR activ,Mdm2-MdmX inh,CXCR6 inh,CCR6 antag,EBI2 block,tim23-1 inh,UPR CHOP act
Cc1cc(C(=O)N2CCC(C(=O)O)CC2)c(C(F)(F)F)o1,-1.4,7.6,-2.8,-4.3,4.2,4.3,-1.3,7.1,0.0
O=C(NCC1CC1)c1onc(CSc2ccc(F)cc2)c1C(=O)NCC1CC1,-2.7,-3.8,-1.4,10.6,-6.9,9.5,0.3,-15.2,-0.8
COc1ccc(N2CCN(Cc3nc(N)nc(Nc4ccc(C)c(Cl)c4)n3)CC2)cc1,-1.3,4.9,32.8*,43.9,6.4,-17.7,2.5,43.6,-0.2
CCn1nc(C)c(/C=N/NC(=O)c2ccc3c(c2)c(C)c(C)n3Cc2ccccc2)c1C,2.0,16.5,-0.9,5.4,-4.7,4.7,5.4,18.4,-0.4
O=C(CCC(=O)NNc1nc2ccccc2c2nc(-c3ccccc3)nn12)NCCCN1CCCC1=O,-0.6,16.5,0.6,9.1,5.0,3.4,-7.0,3.9,-0.8
O=C1C(=O)c2ccccc2C(O)=C1C1CCC(c2ccc(Cl)cc2)CC1 (stereo unspecified),7.8,-10.1,-4.7,89.9*,17.9,35.2,-5.7,17.7,2.2
CN1CCN(NC(=S)Nc2ccc(Oc3ccccc3)cc2)CC1,-0.8,-1.5,-1.1,-20.2,0.9,8.5,6.2,-19.6,1.4
O=C1CNC(=O)N1c1ccc(Cl)cc1,-1.8,10.6,1.6,7.4,1.3,11.4,-11.2,0.4,-0.7
Cc1ccc(Nc2nc(-c3c(C)nc4ccccn34)cs2)cc1,-0.8,-0.3,41.4*,89.3*,-8.0,-11.8,65.3*,53.7*,10.9
CS(=O)(=O)N(CC(=O)N1CCCCCC1)c1cccc([N+](=O)[O-])c1,-2.7,3.9,-3.2,8.2,1.7,4.6,-7.2,-4.2,2.3
Cc1ccc(NC2SC(=O)N(Cc3cccc(C(=O)O)c3)C2=O)cc1 (stereo unspecified),6.2,-3.3,1.4,6.0,-0.7,15.2,-0.8,12.9,1.0
Cc1ccc(-n2nnnc2-c2cnn(-c3cccc(F)c3)c2C(F)(F)F)cc1,1.9,7.2,0.8,-7.9,-2.0,19.2,21.5,34.1,-0.9
CCCCNC(=O)c1cccc(S(=O)(=O)N2CC3(C)CC2CC(C)(C)C3)c1 (stereo unspecified),-3.4,-19.0,-0.5,25.2,6.7,1.1,9.0,59.2*,2.6
O=C(N/N=C/c1cccc(C(F)(F)F)c1)c1ccccc1O,0.5,3.0,1.3,-14.9,-10.3,-0.2,0.0,13.0,3.7
O=C(COc1ccc(Br)cc1)N/N=C1/SCC(=O)N1Cc1ccco1,-3.5,-3.2,-0.3,2.5,-6.8,-2.9,32.5,4.6,1.1
CCCCN1C(=O)C(NC(=O)CC(C)C)(C(F)(F)F)C2=C1CC(C)(C)CC2=O (stereo unspecified),2.7,5.1,0.3,10.4,-9.1,-0.2,-6.9,21.6,1.4
CSc1ccc(C2c3[nH]c4ccccc4c3CCN2C(=O)c2ccnn2C)cc1 (stereo unspecified),-1.5,-0.8,4.9,-20.7,-13.3,10.7,10.1,-14.3,2.0
COc1cc(NC(=O)c2c(Cl)cnn2C)c(OC)cc1Cl,-3.2,15.9,-1.1,12.4,-4.4,-12.8,5.8,9.9,2.5
COc1cc2cc(CCCOC(=O)c3cc(OC)c(OC)c(OC)c3)oc(=O)c2cc1OC,-0.6,1.2,1.1,-6.8,-8.9,0.8,-14.5,7.4,1.1
CCN(CC(=O)Nc1c(F)cccc1F)C(=O)c1ccc(Cl)c(S(=O)(=O)N2CCCCC2)c1,1.5,14.2,-1.7,5.6,-7.1,-1.2,-0.8,5.1,3.0
O=C(CSc1nc2ccccc2[nH]1)Nc1c(F)cccc1F,-2.3,-8.2,-0.1,-0.9,-6.0,-2.5,0.9,7.6,-1.5
Cc1cc(C(F)(F)F)n2nc(-c3cnn(C)c3C(F)(F)F)c(Cl)c2n1,-1.7,-9.8,1.0,4.3,0.6,-3.8,-1.2,39.7,-0.4
Nc1nc(SCC(=O)Nc2cc(Cl)c(Cl)cc2Cl)n[nH]1,0.7,1.7,-2.0,-6.4,-14.3,-6.0,-2.5,-4.2,-2.4
COc1ccc(C2C=C(C34CC5CC(CC(C5)C3)C4)NC(=S)N2)cc1OC (stereo unspecified),-0.8,-24.3,1.0,0.5,9.7,11.3,-4.6,40.3,-0.5
COc1ccc(OC)c(NC(=O)CN2C(=O)NC(C)(c3ccc4c(c3)OCCO4)C2=O)c1 (stereo unspecified),-1.7,4.2,-1.4,8.4,-0.4,9.1,-13.7,22.2,-3.0

# Ordered by the number under APJ antagonist (high to low): five from the list above
mol	APJ antagonist	XBP1 UPR activ	Mdm2-MdmX inh	CXCR6 inh	CCR6 antag	EBI2 block
CCN(CC(=O)Nc1c(F)cccc1F)C(=O)c1ccc(Cl)c(S(=O)(=O)N2CCCCC2)c1	14.2	-1.7	5.6	-7.1	-1.2	-0.8
Cc1ccc(-n2nnnc2-c2cnn(-c3cccc(F)c3)c2C(F)(F)F)cc1	7.2	0.8	-7.9	-2.0	19.2	21.5
Cc1ccc(Nc2nc(-c3c(C)nc4ccccn34)cs2)cc1	-0.3	41.4*	89.3*	-8.0	-11.8	65.3*
O=C1C(=O)c2ccccc2C(O)=C1C1CCC(c2ccc(Cl)cc2)CC1 (stereo unspecified)	-10.1	-4.7	89.9*	17.9	35.2	-5.7
CCCCNC(=O)c1cccc(S(=O)(=O)N2CC3(C)CC2CC(C)(C)C3)c1 (stereo unspecified)	-19.0	-0.5	25.2	6.7	1.1	9.0

# Later entries:
SMILES,APJ agonist,APJ antagonist,XBP1 UPR activ,Mdm2-MdmX inh,CXCR6 inh,CCR6 antag,EBI2 block,tim23-1 inh,UPR CHOP act
Cc1cccc(C(=O)OC2CCCN(C)C2)c1C (stereo unspecified),-3.3,5.5,-2.8,23.2,-2.1,12.9,-7.7,-4.2,0.6
Cc1ccc(/C=N/n2c(C)nnc2C)s1,0.2,-10.4,-1.0,3.5,-7.9,14.7,-3.5,10.7,-2.0
COc1cccc(C(=O)N2c3cc(C)ccc3OCC2C(C)(C)C)c1 (stereo unspecified),-3.6,9.0,-1.3,9.0,7.1,31.8,8.3,17.4,0.1
O=C(c1ccc(-c2ccc(Cl)cc2Cl)o1)N1CCOCC1,-4.4,9.6,2.3,-107.7,-8.7,8.4,0.9,17.7,4.4
Cc1ccc(S(=O)(=O)N2CCN(CC(=O)Nc3ccnn3C3CCCC3)CC2)cc1,-3.7,16.4,-1.4,21.7,-4.6,11.9,-2.7,-1.1,2.3
N#CCSc1nnc(-c2c[nH]c3ccccc23)o1,8.7,-36.2,0.1,-2.9,-10.3,-2.4,8.1,21.8,0.0
CCCOc1ccccc1Cn1c(=O)oc2ccc(C)cc21,-11.3,-4.2,-3.4,20.1,5.6,4.5,23.9,4.6,-1.3
O=C(O)c1cccc2cccnc12,7.4,15.0,2.7,-9.0,-3.4,-8.7,-2.4,7.0,-0.7
O=Cc1ccc(OC(=O)C2CC(=O)N(c3ccc(F)cc3)C2)cc1 (stereo unspecified),0.6,-8.3,-2.6,-13.2,4.9,13.4,0.9,15.0,-1.1
CCN(CC)c1ccc(C(=O)N/N=C(\C)c2ccc(O)cc2)cc1,0.6,6.6,-0.5,3.7,-19.0,6.3,-8.3,23.0,0.3
COc1ccccc1OCCCOc1ccc(/C=C2\SC(=O)NC2=O)cc1OC,-2.6,-2.7,-2.6,9.7,-13.7,8.6,-4.9,11.1,2.5
CCOC(=O)C=C1CCN(c2ncc(C(F)(F)F)cc2Cl)CC1,-0.5,0.5,-2.6,12.0,4.8,19.8,-5.8,6.4,-2.1
O=C1CCc2cc(S(=O)(=O)N3CCC(C(=O)NC4CCCCCCC4)CC3)ccc2N1,4.4,5.2,-3.9,-5.0,-6.6,6.3,-2.7,-10.9,-0.1
C=CCNC(=O)c1onc(CSc2ccc(F)cc2)c1C(=O)NCC=C,5.6,-2.0,-2.3,-21.7,2.1,6.7,-13.6,27.6,-0.4
CC(C)(C)C(=O)OCOC(=O)[C@@H]1N2C(=O)[C@@H](N=CN3CCCCCC3)[C@H]2SC1(C)C,-2.4,5.3,-8.8,5.5,-1.7,-9.2,7.1,10.4,1.6
COCCSc1ccccc1C(=O)NCCc1ccccc1,-2.9,-1.5,1.4,0.3,7.6,3.6,6.0,18.9,-1.7
Cc1noc(C)c1COC(=O)c1cc(F)c(F)cc1Cl,-0.6,4.0,-1.7,17.2,3.2,4.9,-10.2,3.2,-1.4
O=C(C[C@@H]1C/C=C\C[C@H](NC(=O)OCC2c3ccccc3-c3ccccc32)C(=O)OC[C@H]2CCCN2C1=O)N[C@H](CO)Cc1ccccc1,-1.7,6.0,-0.6,33.9,0.2,7.9,12.2,15.4,3.8
CC(=O)Cc1nsc(NC(=O)c2oc(-c3ccccc3Cl)cc2C)n1,-2.5,-14.4,2.2,10.6,12.9,10.5,0.0,32.9,1.5
COCCOc1nc2c(c(=O)n(C)c(=O)n2C)n1CCc1ccccc1,-2.5,12.6,0.1,-3.5,-1.0,6.9,-0.2,-5.8,-1.1
CC(=O)N(CCCCN1C(=O)c2ccccc2C1=O)c1ccc(C)cc1,-2.0,2.9,-1.0,-30.9,1.7,-8.9,1.0,-5.1,-0.6
COCCN(C(=O)CNC(=O)c1ccco1)C(C(=O)NC1CCCC1)c1ccccc1 (stereo unspecified),1.9,-2.7,0.8,-2.9,1.3,-1.8,-5.7,4.4,2.0
O=C(NNc1ccc([N+](=O)[O-])cc1)c1ccco1,7.4,-9.2,-3.5,-15.9,14.4,30.1,-0.8,5.5,-0.3

# Whole records, looked up by structure:
# `COc1cccc(C(=O)N2c3cc(C)ccc3OCC2C(C)(C)C)c1` (stereo unspecified) reads APJ agonist: -3.6; APJ antagonist: 9.0; XBP1 UPR activ: -1.3; Mdm2-MdmX inh: 9.0; CXCR6 inh: 7.1; CCR6 antag: 31.8; EBI2 block: 8.3; tim23-1 inh: 17.4; UPR CHOP act: 0.1
# `Cc1noc(C)c1COC(=O)c1cc(F)c(F)cc1Cl` reads APJ agonist: -0.6; APJ antagonist: 4.0; XBP1 UPR activ: -1.7; Mdm2-MdmX inh: 17.2; CXCR6 inh: 3.2; CCR6 antag: 4.9; EBI2 block: -10.2; tim23-1 inh: 3.2; UPR CHOP act: -1.4
